D2 antag: antagonists of human D2 dopamine receptor; P14416; HEK293 TREx D2 cells, calcium flux, dopamine EC80; inhibition, % at 10 µM; actives 2% (n = 340,000); AID 485344; in the data active = inhibition above about 30%; note: 0% is about no effect
Target sequence (P14416 whole entry, looked up): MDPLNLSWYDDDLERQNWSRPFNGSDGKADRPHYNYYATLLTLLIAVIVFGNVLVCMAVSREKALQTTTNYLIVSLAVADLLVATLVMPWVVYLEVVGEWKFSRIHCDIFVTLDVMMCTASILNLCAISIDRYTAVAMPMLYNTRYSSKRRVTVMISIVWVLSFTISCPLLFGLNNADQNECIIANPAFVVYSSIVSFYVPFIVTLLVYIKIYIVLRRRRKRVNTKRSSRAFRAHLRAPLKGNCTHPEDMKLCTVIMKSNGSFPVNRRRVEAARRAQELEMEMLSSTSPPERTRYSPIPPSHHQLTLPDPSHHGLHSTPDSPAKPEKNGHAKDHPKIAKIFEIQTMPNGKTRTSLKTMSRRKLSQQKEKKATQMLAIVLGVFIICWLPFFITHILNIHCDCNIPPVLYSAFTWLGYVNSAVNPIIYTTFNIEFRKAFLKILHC
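Inhibition of EC80 dopamine-driven calcium flux, recorded kinetically, defines activity here; cells are a tetracycline-induced HEK293 T-REx line expressing force-coupled D2.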
D1 potentiator: human D1 dopamine receptor positive modulation | HEK293 TREx D1 cells, calcium flux, dopamine EC20 potentiation | actives 0.036% (n = 360,000) | P21728 | potentiation, % at 10 µM; in the data active = potentiation above about 30%; note: 0% is about no effect
TRHR agonist: TRH receptor (human) agonism | activation, % at 2 µM | actives 0.18% (n = 360,000) | TRHR cells, calcium flux fluo-8, FDSS agonist mode | P34981 | AID 493084; note: 0% is about no effect
Target sequence (P34981 whole entry, looked up): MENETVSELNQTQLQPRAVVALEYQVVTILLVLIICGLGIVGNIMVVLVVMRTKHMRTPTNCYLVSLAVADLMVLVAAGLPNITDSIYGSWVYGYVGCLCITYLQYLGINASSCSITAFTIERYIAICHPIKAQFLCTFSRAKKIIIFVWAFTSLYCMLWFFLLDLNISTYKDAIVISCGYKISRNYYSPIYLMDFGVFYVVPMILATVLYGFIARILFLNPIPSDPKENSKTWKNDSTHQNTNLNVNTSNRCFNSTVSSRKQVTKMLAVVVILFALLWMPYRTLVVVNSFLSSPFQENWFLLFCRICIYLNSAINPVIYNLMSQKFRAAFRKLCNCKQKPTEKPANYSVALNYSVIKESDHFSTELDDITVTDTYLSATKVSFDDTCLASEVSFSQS
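Fluo-8-loaded TRHR cells; 10 s baseline, compound added, kinetic Ca2+ fluorescence read 1/s, agonist mode.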
D1 antag: antagonists of human D1 dopamine receptor | P21728 | HEK293 TREx D1 cells, calcium flux, dopamine EC80; hits give low values | actives 3.2% (n = 360,000) | activity change, negative = inhibition, % at 10 µM; in the data active = activity change below about -30%; note: % is set by controls: 0 for no effect and ±100 for the full control effect
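After overnight tetracycline induction at 30 C, force-coupled D1 HEK293 cells took up a no-wash calcium dye at room temperature. Compounds were added and monitored 180 s, and the response to EC80 dopamine was then recorded.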
D2 potentiator: positive allosteric modulators of human D2 dopamine receptor; P14416; AID 485347; actives 0.34% (n = 340,000); potentiation, % at 10 µM; HEK293 T-REx D2, calcium flux, EC20 dopamine potentiation;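 active = potentiation over 3 SD above the plate norm, cut at about 30% in these data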; note: 0% is about no effect
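Potentiation of an EC20 dopamine calcium response measured kinetically over 180 s, after a preceding 180 s compound-only read flagging agonists. Cells: inducible Hek293 Trex D2 line, 4000/well, cultured overnight at 30 C before dye loading.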
TRHR enhancer: TRH receptor (human) allosteric enhancement. P34981. AID 493056. actives 0.66% (n = 360,000). TRHR cells, fluo-8 calcium fluorescence, EC20 TRH enhancement. enhancement, % at 2 µM; in the data active = enhancement above about 30%; note: 0% is about no effect
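TRHR-expressing cells loaded with fluo-8 calcium dye were read kinetically (ex 480/em 530) during compound addition, then stimulated with an EC20 of TRH (10 nM final). Enhancement of the Gq-mediated intracellular calcium response was scored.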
D1 ag: activates the human D1 dopamine receptor; HEK293 T-REx D1 cells, calcium flux, agonist mode; activation, % at 2 µM; actives 1% (n = 360,000); AID 504660; note: 0% is about no effect
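Inducible HEK293 T-REx D1 cells, force-coupled to calcium signalling, were plated at 4000 cells/well with tetracycline and held overnight at 30 C. After no-wash calcium dye loading, compound-evoked calcium rise over 180 s flagged agonists.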
RXFP1 antagonist: blocks the human relaxin receptor RXFP1. HEK293-RXFP1, relaxin-stimulated cAMP HTRF, 30 min; hits give low values. activity change, negative = inhibition, % at 57.5 µM. actives 0.59% (n = 350,000);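 active = activity change of -60% or lower, but not beyond a set lower limit; inconclusive = change between -60% and -40%, or beyond the set limit; inactive = change above -40%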; note: % is set by controls: 0 for no effect and ±100 for the full control effect
D2 agonist: activates the human D2 dopamine receptor | actives 0.53% (n = 340,000) | HEK293 T-REx D2 cells, calcium flux agonist mode | activation, % at 2 µM | AID 485358 | P14416;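 active = activation over 3 SD above normal in the single-dose calcium agonist read, cut at about 30% in these data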; note: 0% is about no effect
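Tetracycline-induced HEK293 Trex cells with D2 receptor force-coupled to calcium signaling, plated overnight at 30 C and loaded with no-wash calcium dye. Calcium flux read kinetically for 180 s after compound addition; responses flag agonists.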
Starred values were filed as active, the others as inactive; ? = inconclusive; . = no result given; & = joins results of further samples. Cut-off read from the data, not from the text of the source, unless noted: active = activation above about 30%; inactive = the rest.

Below each SMILES – D1 antag, D2 agonist, D1 potentiator, RXFP1 antagonist, D2 potentiator, TRHR agonist, D1 ag, D2 antag, TRHR enhancer
> CC1(C)C2CCC1(CS(=O)(=O)NCc1ccc(S(N)(=O)=O)cc1)C(=O)C2 (stereo not drawn)
 : -23, 1.3, -8, -5, -6, 0.4, 1, 4, 4
> CCCc1cc(C(F)(F)F)c(C#N)c(=O)[nH]1
 : ., 0.0, -3, -12, 1, 0.1, -2, -31, 12
> CC(=O)Nc1sc2c(c1C#N)CCCC2
 : -4, -0.3, -2, -4, -1, -0.1, 1, 0, 2
> CSCC(=O)NC1CCCc2c1cnn2-c1cc(F)cc(F)c1 (stereo not drawn)
 : 1, 0.2, 2, 4, 1, 0.0, 4, 10, 0
> Cc1[nH]c(=O)[nH]c(=O)c1S(=O)(=O)N1CCN(c2ccccc2)CC1
 : -13, 0.3, -7, 6, 5, 1.7, 3, -28, 7
> Cc1c(NS(=O)(=O)c2ccccc2F)c(=O)n(-c2ccccc2)n1C
 : 5, -0.1, -2, 15, -1, -0.9, 2, 11, 7
> COc1ccc(CCNC(=O)c2cc(=O)[nH]c3ccc(Br)cc23)cc1OC
 : -5, -0.1, -1, -1, 7, 0.9, 1, -1, -10
> CCc1noc(C)c1C(=O)Nc1ccc(S(=O)(=O)N2CCC(C)CC2)cc1
 : 2, 0.7, -5, -12, 0, 0.6, 5, 20, 3
> Cc1ccc(C(=O)Nc2c(-c3cccs3)nc3cc(C)ccn23)cc1
 : -1, 1.4, -5, 14, 6, -0.6, 2, 10, 3
> Cc1nc(N2CCOCC2)nc(N2CCCC2)c1[N+](=O)[O-]
 : 16, -0.5, 4, -8, 21, -0.2, 2, -2, -2
> CC(=O)OC(c1nc2ccccc2c(=O)n1C1CC2(OC1=O)c1ccccc1N1C(=O)C(C)(C)N(O)C12)C(C)C (stereo not drawn)
 : -1, 1.4, -12, ., 0, 0.8, 11, -1, 1
> COc1ccc(CCC2(C)NC(=O)NC2=O)cc1 (stereo not drawn)
 : 5, ., 8, 3, ., 0.0, 0, ., 5
> Cc1ccc(CN2CCN(CC3CC4C=CC3C4)CC2)cc1 (stereo not drawn)
 : 0, 0.0, -5, -3, -26, -0.6, 2, 65*, 6
> CN(CC(=O)NCc1ccccn1)S(=O)(=O)c1ccc2ccccc2c1
 : 2, 0.1, 1, -2, 9, -1.1, -1, -8, 0
> CSc1ncccc1C(=O)OCC(=O)NC(N)=O
 : 17, -0.1, 1, 0, 11, 0.3, -2, 21, -2
> O=S(=O)(c1ccccc1)N1CCC(c2ccncc2)CC1
 : 9, ., 0, -106*, 6, 0.3, 4, ., -3
> c1ccc2c(c1)CCN(c1nc3cc4c(cc3s1)OCO4)C2
 : -2, -2.2, -2, 0, 3, 0.0, 1, 15, 2
> O=C(NCC(=O)N(c1ccc2c(c1)OCO2)C(C(=O)NC1CCCC1)c1ccncc1)c1ccco1 (stereo not drawn)
 : -9, 0.9, -9, 3, 5, 0.7, 2, 9, 2
> CC(=O)Nc1ccc(NC(=O)COC(=O)c2n[nH]c3ccccc23)cc1
 : -5, 5.1, 6, 2, 6, 0.4, 3, 12, 1
> Cc1ccc(C)c(S(=O)(=O)c2nnn3c2nc(N2CCCC2)c2sccc23)c1
 : 9, -0.4, -3, -18, 0, 0.0, 2, ., -3
> Cc1c(NC(=O)Nc2ccc(C(C)(C)C)cc2)c(=O)n(-c2ccccc2)n1C
 : 1, 0.4, -8, -3, -1, 1.3, 8, 5, 0
> O=C(O)CSCC(=O)N1CCc2c([nH]c3ccccc23)C1C(F)(F)F (stereo not drawn)
 : 29, -0.7, 2, -14, -1, 0.3, 5, -10, 2
> COc1ccc(C)cc1NC(=O)NC(C)c1ccc2c(c1)OCO2 (stereo not drawn)
 : -15, 65*, -4, -2, -22, 0.2, -1, 8, -2
> CCOc1ccc(NC(=O)CN(C)C(=O)c2ccccc2OCc2c(C)noc2C)cc1OCC
 : -17, -0.6, -5, 6, -1, 0.5, 0, 28, 6
> CN(C)C(CNC(=O)c1ccc(NS(=O)(=O)c2ccc3[nH]c(=O)[nH]c3c2)cc1)c1ccccc1 (stereo not drawn)
 : 14, 0.4, 1, -3, 5, 0.1, 2, 0, 0
> CCOc1cccc(NC(=O)C2CCCN(S(=O)(=O)c3ccc(OC)cc3)C2)c1 (stereo not drawn)
 : -13, -0.4, -4, -5, 18, -0.1, 0, 14, 11
> COc1cc(=O)[nH]c(=O)n1CC(=O)c1ccccc1
 : 0, -0.3, 1, -5, 3, 0.4, 0, -1, 2
> Cc1ccc2nc(-c3ccc(O)cc3)c(Nc3ccc(Cl)cc3)n2c1
 : 9, 0.4, -1, -27, -4, 0.7, -3, ., -11
> O=C(CCOc1ccc(F)cc1)Nc1nccs1
 : 15, 0.6, 0, -2, 10, -0.9, 3, 0, 0
> C(=N\Nc1nc2ccccc2[nH]1)/c1ccc2ncccc2c1
 : -4, 2.1, 4, -8, -6, -0.5, 2, -7, 1
> COc1ccc(NC(=O)CSc2nnc(-c3cccnc3)n2C)cc1
 : 7, 0.0, -5, 8, -7, 0.2, 3, 12, -3
> Cc1ccc2oc3c(c(=O)c2c1)C(c1cccs1)N(CCCN(C)C)C3=O (stereo not drawn)
 : -5, 3.3, 0, 15, -3, -2.0, 10, -13, -5
> CCCOP(=O)(c1ccccc1)c1ccccc1
 : 9, -0.2, -1, 5, 3, -0.3, 3, 5, 7
> CN1C(=O)c2cccc(NC(=O)Cc3ccccc3)c2C1=O
 : -10, 1.1, ., ., 6, -0.1, 2, 22, -2
> Cc1ccc(C)c(CN2C(=O)c3ccccc3S(=O)(=O)c3ccc(C(=O)Nc4ccccc4C(F)(F)F)cc32)c1
 : -5, 0.8, -1, ., 10, 1.9, 6, ., 9
> COc1cc(Br)c(S(=O)(=O)Nc2c(C)n(C)n(-c3ccccc3)c2=O)cc1OC
 : 13, 0.9, -1, -2, -8, 0.0, 3, -20, -2
> CCOC(=O)c1c(C)c(-c2ccccc2)n(CC(=O)NCCC(C)C)c1C
 : 7, -1.4, 1, 11, -6, -0.4, -2, -10, -1
> Cc1ccc(N(CC(=O)NCCSCc2ccco2)S(C)(=O)=O)cc1
 : -2, ., 1, 6, ., 0.4, 7, ., 3
> COCCNCC(=O)C12CC3CC(CC(C3)C1)C2
 : 15, -0.3, 1, -11, -2, 1.1, 3, 10, 0
> CS(=O)(=O)N1CCCC(c2nc(-c3ccc(S(=O)(=O)NCc4ccccc4)cc3)no2)C1 (stereo not drawn)
 : -17, 1.0, 0, -5, -3, 3.1, 11, 1, -4

Limited to TRHR agonist (7 entries from above):
canonical_smiles	TRHR agonist
Cc1nc(N2CCOCC2)nc(N2CCCC2)c1[N+](=O)[O-]	-0.2
CC(=O)OC(c1nc2ccccc2c(=O)n1C1CC2(OC1=O)c1ccccc1N1C(=O)C(C)(C)N(O)C12)C(C)C (stereo not drawn)	0.8
COc1ccc(CCC2(C)NC(=O)NC2=O)cc1 (stereo not drawn)	0.0
Cc1ccc(CN2CCN(CC3CC4C=CC3C4)CC2)cc1 (stereo not drawn)	-0.6
CN(CC(=O)NCc1ccccn1)S(=O)(=O)c1ccc2ccccc2c1	-1.1
CSc1ncccc1C(=O)OCC(=O)NC(N)=O	0.3
O=S(=O)(c1ccccc1)N1CCC(c2ccncc2)CC1	0.3

2 of the compounds above, bar-delimited.
SMILES | D1 antag | D2 agonist | D1 potentiator | RXFP1 antagonist | D2 potentiator | TRHR agonist | D1 ag | D2 antag | TRHR enhancer
CN1C(=O)c2cccc(NC(=O)Cc3ccccc3)c2C1=O | -10 | 1.1 | . | . | 6 | -0.1 | 2 | 22 | -2
CS(=O)(=O)N1CCCC(c2nc(-c3ccc(S(=O)(=O)NCc4ccccc4)cc3)no2)C1 (stereo not drawn) | -17 | 1.0 | 0 | -5 | -3 | 3.1 | 11 | 1 | -4

Carrying on:
Below each SMILES – D1 antag, D2 agonist, D1 potentiator, RXFP1 antagonist, D2 potentiator, TRHR agonist, D1 ag, D2 antag, TRHR enhancer
> COc1cccc(N2C(=O)c3ccncc3C2=O)c1
 : 11, 4.5, -1, 4, 4, -0.5, 0, -1, -9
> COc1ccc(CN2CCC(CO)(Cc3ccccc3)CC2)cc1Cn1cccn1
 : -17, -1.1, -4, -2, -18, 3.1, 19, 37*, -6
> Clc1ccc(CSc2cc3c(nn2)-c2ccccc2CC3)cc1Cl
 : -1, 2.4, -5, -9, 1, 0.8, 7, 9, 6
> CC(C)C[C@@H](CSc1ccccc1)N1CCN(C)CCC1=O
 : 31, 1.3, 5, ., 2, 0.4, 2, 0, 2
> O=C(CCc1nc2cccnc2n1Cc1cccs1)Nc1cccc(C(F)(F)F)c1
 : 7, ., 1, ?, -11, 0.4, 2, ., 5
> CCOc1ccc(C(=O)N/N=C/c2ccc(-c3ccc(S(=O)(=O)Nc4ncccn4)cc3)o2)cc1
 : 4, -1.4, 4, -6, 3, -0.6, -2, -24, 7
> COc1ccc(F)cc1C(=O)C1CCCN(Cc2c[nH]c3ccccc23)C1 (stereo not drawn)
 : -43*, 0.4, -4, -3, -20, 2.8, 47*, 67*, 4
> Fc1ccc(Cc2cn3cc(-c4ccc(Cl)cc4)nc3s2)cc1
 : -6, 0.9, -6, ., ., 1.4, 13, ., 11
> CCOC(=O)C1CCN(S(=O)(=O)c2cc3c4c(c2)C(C)C(=O)N4CCC3)CC1 (stereo not drawn)
 : 5, 0.0&0.2, 2&-3, -31&-13, -7&11, 0.4&-0.3, 0&-1, 12, -2&3

Random draw from the library; 7.3% or so of the library scored in one or more.
